Compound activity: PubChem, National Center for Advancing Translational Sciences (NCATS)
Tb PYK inh: T. brucei pyruvate kinase inhibition | TbPYK enzyme, Kinase-Glo Plus ATP luminescence, 45 min | Potency, µM (series often up to 76.8 µM), inactives show at the top dose activity, negative = inhibition, most hits filed as inhibitors | hit rate 0.12% among 410,000 | AID 624173; also: potency is read from the fitted curve at half-maximal effect; nearly all actives have a fitted effect of over 50% in size
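Activity of T. brucei pyruvate kinase was followed by Kinase-Glo Plus luminescence after the enzyme reacted 45 min at room temperature with 130 uM ADP (final) and substrate. Test compounds were added before ADP at multiple concentrations.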
Sm TGR inh: S. mansoni TGR enzyme inhibition; purified TGR, DTNB reduction, TNB absorbance 405 nm; Potency, µM (top dose mostly 114 µM), for the others: top-dose activity change, negative = inhibition, usual class: inhibitors; hit rate 3% among 360,000; AID 485364; also: potency is read from the fitted curve at half-maximal effect; nearly all actives have a fitted effect of over 60% in size
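Kinetic colorimetric format: TGR-catalysed, NADPH-driven DTNB reduction monitored via TNB absorbance. Enzyme dispensed at 20 nM; compound exposure 15 min at room temperature before reaction start.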
HCMV inh: blocks human cytomegalovirus replication. HFF cells, HCMV-luciferase reporter, 72 h; stronger effect = lower value. activity change, negative = inhibition, % at 57.5 µM. hit rate 4.5% among 410,000. AID 1259415; in the data active = activity change below about -60%; inconclusive = no clear call, values can overlap the other calls; inactive = above about -39%
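Steps: HFFs plated, 16 h 37C; compounds added; HCMV-luciferase added to MOI 1 PFU/cell; 72 h 37C; OneGlo reagent, 5 min room temperature; luminescence read, normalized to controls.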
LmPK inh: blocks Leishmania mexicana pyruvate kinase activity | purified LmPK, Kinase-Glo ATP luminescence, 1 h | Potency, µM (top dose mostly 57.5 µM), inactives show at the top dose activity change, negative = inhibition, hits mostly inhibitors | hit rate 0.37% among 290,000 | AID 1721; also: potency is read from the fitted curve at half-maximal effect
Target sequence (Q27686 whole entry, looked up): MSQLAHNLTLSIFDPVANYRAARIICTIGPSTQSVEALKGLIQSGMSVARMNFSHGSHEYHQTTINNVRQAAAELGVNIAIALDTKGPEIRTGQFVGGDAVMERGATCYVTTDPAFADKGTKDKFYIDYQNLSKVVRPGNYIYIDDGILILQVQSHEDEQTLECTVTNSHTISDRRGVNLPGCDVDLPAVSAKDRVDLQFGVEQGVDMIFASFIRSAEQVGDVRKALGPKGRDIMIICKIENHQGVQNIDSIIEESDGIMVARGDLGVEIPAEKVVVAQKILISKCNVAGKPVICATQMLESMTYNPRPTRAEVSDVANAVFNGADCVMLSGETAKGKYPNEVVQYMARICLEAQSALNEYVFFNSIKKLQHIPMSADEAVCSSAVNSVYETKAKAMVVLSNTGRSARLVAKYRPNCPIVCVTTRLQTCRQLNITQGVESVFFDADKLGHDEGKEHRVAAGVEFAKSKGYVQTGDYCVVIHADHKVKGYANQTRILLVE
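In 50 mM imidazole pH 7.2 with 7 mM MgCl2, LmPK (0.1 nM) turned over PEP (0.5 mM) and ADP (0.1 mM) for 1 h at room temperature. Luciferase read-out of ATP.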
AmpC inh detg: inhibitors of E. coli AmpC beta-lactamase with detergent. P00811. AmpC hydrolysis of nitrocefin, absorbance 480 nm, 0.01% Triton. Potency, µM (titrated, usually from 114 µM), for the others: at the highest dose activity change, negative = inhibition, usual class: inhibitors. hit rate 0.041% among 370,000;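 also: potency is read from the fitted curve at half-maximal effect; 0% = no-compound wells and -100% = no-enzyme wells; nearly all actives have a fitted effect of over 25% in size; some results filed as inactive show a strong effect at the top dose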
Target sequence (P00811 whole entry, looked up): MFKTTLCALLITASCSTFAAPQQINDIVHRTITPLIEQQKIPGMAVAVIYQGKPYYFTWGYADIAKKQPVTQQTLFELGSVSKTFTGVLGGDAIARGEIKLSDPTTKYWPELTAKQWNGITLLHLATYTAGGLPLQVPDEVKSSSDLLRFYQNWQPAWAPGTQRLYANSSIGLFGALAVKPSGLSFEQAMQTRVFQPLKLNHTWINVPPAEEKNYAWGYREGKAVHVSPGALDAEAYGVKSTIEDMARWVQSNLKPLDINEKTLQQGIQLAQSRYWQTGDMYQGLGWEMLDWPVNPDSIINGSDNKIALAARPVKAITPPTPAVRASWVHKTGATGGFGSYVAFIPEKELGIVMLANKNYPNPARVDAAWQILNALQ
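AmpC (5.3 nM in the dispensed reagent) in 20 mM phosphate pH 7.0 with 0.01% (detergent screen) or 0.0001% Triton X-100 was preincubated with compounds for 15 min at room temperature. Nitrocefin was then added from an 800 uM solution, and hydrolysis was followed at 480 nm.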
AMA1 RON2 block: disrupts binding of P. falciparum AMA1 to RON2 | AlphaScreen AMA1-biotinylated RON2 peptide binding | Potency, µM (doses to about 58.2 µM), for the others: top-dose activity change, negative = inhibition, most hits filed as inhibitors | hit rate 0.2% among 360,000;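 also: potency is read from the fitted curve at half-maximal effect; 0% = vehicle wells and -100% = peptide control; nearly all actives have a fitted effect of over 45% in size; some results filed as inactive show a strong effect at the top dose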
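AMA1 (3D7) with his tag at 25 nM final met compounds first, then biotinylated RON2 peptide at 25 nM; detection used donor plus acceptor beads, 10 µg/mL apiece, read by AlphaScreen after 30 min at room temperature.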
AmpC no deterg: AmpC beta-lactamase inhibition without detergent; P00811; AmpC nitrocefin hydrolysis, absorbance 480 nm, 0.0001% Triton; Potency, µM (highest dose often 57.1 µM), inactives show at the top dose activity change, negative = inhibition, most hits filed as inhibitors; hit rate 0.52% among 330,000; AID 485341;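 also: potency is read from the fitted curve at half-maximal effect; plate controls were no compound for no effect and no enzyme for full effect; nearly all actives have a fitted effect of over 20% in size; some results filed as inactive show a strong effect at the top dose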
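AmpC (5.3 nM in the dispensed reagent) in 20 mM phosphate pH 7.0 with 0.01% (detergent screen) or 0.0001% Triton X-100 was preincubated with compounds for 15 min at room temperature. Nitrocefin was then added from an 800 uM solution, and hydrolysis was followed at 480 nm.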
Numbers without * were called inactive; ? = inconclusive; . = no result given; & = joins results of further samples; [ ] = dose if it differs, or a comment. Unless noted, calls follow the shape of the dose curve; as a rule, active = well fitted curve in the direction sought with a large enough effect; inconclusive = small, poorly fitted or top-dose-only effect, or another doubt; inactive = no such curve, though single readings can be large; an effect the other way counts as inactive or inconclusive. Unless noted, % is scaled to controls: 0 for no effect and ±100 for the full control effect.

compound | Tb PYK inh | AMA1 RON2 block | AmpC inh detg | AmpC no deterg | LmPK inh | Sm TGR inh | HCMV inh
CC(C)CCN1C(=O)c2ccccc2C1C(=O)NCc1cccnc1 (stereo unspecified) | 3% | 2% | -7% | -19% | -1% | 4% | 27
O=c1[nH]c(C2CCN(S(=O)(=O)c3ccccc3C(F)(F)F)CC2)nc2c1nnn2Cc1ccccc1 | 1% | -16% | 4% | 9% | 2% | -14% | ?
O=C(NC(=S)Nc1cccc(O)c1)c1cncc(Br)c1 | -2% | 59%[activator] | . | . | . | . | 0
O=C(NCC(=O)N1CCN(c2ccccc2O)CC1)c1ccc2ccccc2c1 | -11% | 10% | 3% | -23% | -8% | 0% | 91
COC(=O)C1=C(C)N(c2ccccc2)/C(=C/c2cccs2)C1=O | -3% | -4% | ? | -6% | -1% | 0% | -37
CCOC(=O)C(=O)NNc1ccccc1C | -1% | 4% | 2% | -13% | -2% | 16% | 0
COc1ccccc1C(=O)Nc1nnc(SCC(=O)NCc2ccco2)s1 | -10% | 8% | 5% | 26% | 1% | ? | .
COc1ccc(CSc2nc(C)[nH]c2[N+](=O)[O-])cc1[N+](=O)[O-] | -4% | 1% | 6% | -17% | -1% | -3% | 4
Cc1cc(C(=O)NNC(=O)c2sccc2C)c(C)o1 | -7% | 18% | -6% | -17% | . | 2% | 7
Cc1ccc(NC(=S)N2CCN(S(=O)(=O)c3ccc(C)cc3)CC2)cc1 | -5% | 1% | -2% | -11% | -5% | -5% | -26
Cc1ccc(C)c(NC(=O)CN(C)C(=O)c2cccc(S(=O)(=O)N3CCCC3)c2)c1 | -1% | -3% | ? | -6% | . | 5% | -17
O=C(CC1C[C@H](C(=O)N2CCOCC2)[C@@]2(CCC3CCCC3)c3[nH]c4ccccc4c3CCN2C1=O)NCC12CC3CC(CC(C3)C1)C2 (stereo partly specified) | 3% | -9% | . | -14% | . | . | 2
COc1cc(C(=O)OCC(=O)Nc2cc(S(=O)(=O)N3CCOCC3)ccc2C)ccc1OCC(C)C | 0% | -1% | -16% | 150%[activator] | . | -20% | -15
COc1ccc(CNC(=O)CN(C(=O)c2snc(C(N)=O)c2N)c2cccc(F)c2)cc1 | -3% | 4% | -9% | -30% | 7% | -6% | 50
Cc1ccc2cc(/C=N/NC(=O)CN3CCOCC3)c(Cl)nc2c1 | -3% | 8% | -10% | -6% | -4% | 2% | 12

The list goes on, starting with the last 3 of the part before.
compound | Tb PYK inh | AMA1 RON2 block | AmpC inh detg | AmpC no deterg | LmPK inh | Sm TGR inh | HCMV inh
COc1cc(C(=O)OCC(=O)Nc2cc(S(=O)(=O)N3CCOCC3)ccc2C)ccc1OCC(C)C | 0% | -1% | -16% | 150%[activator] | . | -20% | -15
COc1ccc(CNC(=O)CN(C(=O)c2snc(C(N)=O)c2N)c2cccc(F)c2)cc1 | -3% | 4% | -9% | -30% | 7% | -6% | 50
Cc1ccc2cc(/C=N/NC(=O)CN3CCOCC3)c(Cl)nc2c1 | -3% | 8% | -10% | -6% | -4% | 2% | 12
O=[N+]([O-])c1cc(Cl)cc(C2=NCCN2)c1 | 4% | 22% | -8% | 69%[activator] | 1% | 3% | 20
O=C(N/N=C/C=C\c1ccccc1[N+](=O)[O-])c1cccs1 | 0% | 82%[activator] | -10% | -44% | 4% | -15% | -4
CC1=C(C(=O)N2CCCCCC2)CC(CC(=O)NC2CCCC2)C(=O)N1Cc1ccc(C(C)(C)C)cc1 (stereo unspecified) | -7% | 10% | . | . | . | . | 36
CCCn1c(SCC(=O)NCc2ccc3c(c2)OCO3)n[nH]c1=O | 4% | 8% | ? | -6% | . | -8% | -21
Cc1ccc(OCC(=O)Nc2ccc(S(=O)(=O)N(C)C3CCN(C)CC3)cc2)c(C)c1 | 0% | -12% | 3% | 154%[activator] | -5% | -3% | -7
COc1ccc(OC(=O)N(C)C[C@@H]2OCc3cn(nn3)CCCC(=O)N([C@H](C)CO)C[C@H]2C)cc1 | 2% | 5% | . | . | . | . | 5
Cc1ccn(C(=O)c2cc3c(C)nn(-c4ccccc4)c3s2)n1 | 2% | 9% | ? | -23% | -2% | 1% | .
CCCOC(=O)c1cc(=O)[nH]c2ccccc12 | -6% | -10% | ? | -5% | -1% | 3% | 3
Cc1ccc(NS(=O)(=O)c2c(C)[nH]c(C)c2C(=O)N2CCCC2)cc1Cl | 0% | 0% | -12% | 29% | 2% | 0% | -25
COc1cc(NC(=O)c2nccn2C)cc(C(=O)Nc2cccc(C(F)(F)F)c2)c1 | 1%&-7% | -2%&-1% | 2% | 58% | -1% | -1% | 26&133
Cc1ccc2c(c1)N(CC(=O)NCCCN1CCCCC1)C(=O)CO2 | 3% | 1% | 3% | -20% | 1% | 5% | 21
COC1=C(N)C(=O)c2nc(-c3nc(C(=O)O)c(C)c(-c4ccc(OC)c(OC)c4O)c3N)ccc2C1=O | -30% | 67%[activator] | -6% | -30% | -4% | -7% | .
COc1ccccc1NC(=O)c1ccc(-c2ccccc2[N+](=O)[O-])o1 | -6% | -17% | 0% | ? | -3% | -22% | -15
CCOc1ccc(NC(=O)c2ncoc2-c2ccco2)cc1 | -8% | . | 1% | . | . | 1% | 55
CC(c1ccccc1)N1CC(C(=O)N2CCN(c3ccccc3)CC2)CC1=O (stereo unspecified) | -3% | -4% | -10% | 63%[activator] | 11% | 0% | -13
Cc1[nH]c2ccc(C(=O)N3CCN(c4ccccc4F)CC3)cc2c1C | -2%[15.4 µM] | . | -4% | . | . | -3% | 0
C=CCOc1ccc(C2C(C#N)=C(N)N(N(C)C)C3=C2C(=O)CCC3)cc1 (stereo unspecified) | 4% | -2% | 2% | -9% | -2% | -13% | -17
O=S(=O)(c1ccc2c(c1)OCCO2)N1CCN(S(=O)(=O)c2c(F)cc(F)cc2F)CC1 | 0% | . | . | 4% | . | . | 6
CC(=O)c1ccc(NC(=O)CN2CCN(c3ccccc3)CC2)cc1 | 3% | -5% | ? | -8% | 3% | -14% | 11
Cc1ccc(NC(=O)NNS(=O)(=O)c2ccc(Br)cc2)cc1 | -3% | 35%[activator] | -14% | -22% | 0% | -16% | 38
CCSC1=NCCN1C(=O)c1ccc(S(=O)(=O)N(C)C)cc1 | 1% | 12% | 2% | -12% | 0%[11.5 µM] | 10% | ?
O=C(CSc1nccc(=O)[nH]1)NC1CCCc2ccccc21 (stereo unspecified) | 2% | -4% | -4% | -10% | 1% | -12% | -33
COc1ccc(Br)cc1CN(C)CC(=O)Nc1cccc(S(=O)(=O)N2CCCC2)c1 | 18% | ? | . | 29% | . | . | ?
COCCCN=C1NN=C(c2cc(C)n(Cc3ccco3)c2C)CS1 | ? | 32%[activator] | -10% | -11% | -4% | -6% | 19
COC(=O)[C@@H](NC(=O)c1ccccc1)[C@@H](C)O | 1% | -4% | -11% | 112%[activator] | -4% | 4% | -25
CC1=CC(C)(C)N(C(=O)CSc2ncn[nH]2)c2ccccc21 | -3% | -2% | 5% | 14% | 14% | -3% | -7
CN(Cc1ccc(F)cc1)C(=O)c1cc(COc2ccc(F)cc2F)on1 | -3% | 4% | 10% | 20% | 10% | -1% | ?
O=C(CN(C(=O)CCC(=O)Nc1nccs1)c1cccc(F)c1)NCc1ccc2c(c1)OCO2 | 5% | 0% | -3% | -19% | -5% | 6% | 7
COc1cnn(-c2cc(Oc3ccc(C)cc3)ncn2)c(=O)c1Cl | -4% | -2% | 7% | 15% | 2% | -3% | -33
CC1(c2ccc(C#N)cc2)NC(=O)N(CC(=O)Nc2cc(S(=O)(=O)N3CCOCC3)ccc2Cl)C1=O (stereo unspecified) | 1% | -2% | -3% | 30% | 1% | 6% | 8
CCSC1=N/C(=C\c2cccnc2)C(=O)N1c1ccccc1 | 2% | 11% | 3% | -4% | 1% | 4% | -36
O=C(CSc1nnc(-c2ccccc2F)n1C1CC1)NCc1ccco1 | -3% | -3% | -1% | -5% | . | -9% | -12
CC(=O)N(Cc1c(C#N)c2ccccc2n1C)c1ccccc1 | 0% | 3% | -7% | 33% | -8% | 2% | -11
N/C(=N\OC(=O)c1cccs1)C1(c2ccc(Cl)cc2Cl)CC1 | 3% | -12% | ? | -13% | 8% | 13% | -10
Cc1cccc(-c2nnc(SCC(=O)Nc3nc4c(s3)CCCC4)n2C)c1 | 1% | -5% | ? | -1% | 2% | -19% | 56
COC(=O)C1=C(C)N(c2ccc(OC)cc2)C(C)=C(C(=O)OC)C1c1ccccc1 | -3% | -5% | 6% | -5% | 5% | 1% | 16
Cc1ccc(C(=O)CSc2nnc(-c3ccccc3N)n2C)cc1 | 0% | 0% | ? | 3% | 0% | 13% | -26
COc1ccc(/C=N/N=C2\CC3CCC2(C)C3(C)C)cc1O (stereo unspecified) | 2% | 5% | -8% | 24% | 1% | -9% | 0
Oc1c(Br)cc(Br)cc1CNc1ccccn1 | 15% | -5% | -4% | -49% | 5% | -30% | ?
COc1ccc(CNC(=O)c2cc(C)nc3ccccc23)cc1OC | 0% | 13% | 5% | -16% | 1% | 4% | 6
COc1ccc(C)cc1S(=O)(=O)N1CCN(c2cccc(Cl)c2)CC1 | 2% | . | -5% | . | . | 9% | -1
OCCC1CN(Cc2cccn2-c2nccs2)CCN1CCc1ccccc1 (stereo unspecified) | 0% | -8% | 5% | 0% | 5% | -8% | 57
COc1ccc(-c2nc(CS(=O)(=O)CC(=O)NCCCc3ccccc3)c(C)o2)cc1 | 0% | -6% | -15% | 4% | 0% | ? | -18
Cn1c(=O)n(C)c2cc(NS(=O)(=O)c3ccccc3[N+](=O)[O-])ccc21 | -9% | -4% | 5% | -18% | 1% | 5% | 19
CCc1nc(C)cn1S(=O)(=O)c1ccc2c(c1)OCCO2 | -9% | -1% | . | . | . | . | -36
CCC1=Nc2cc(C(=O)NC3CCCC3)ccc2Sc2ccc(Br)cc21 | -3% | . | -3% | . | . | -4% | ?
O=C(O)c1cccnc1SC1CC(=O)N(Cc2ccccc2)C1=O (stereo unspecified) | ? | 3% | ? | -16% | -1% | 0% | 1
